Screening results (PubChem)
GSK3B inh: inhibitors of human GSK3beta kinase. activity score (negative = inhibition), % at 10 µM. 300,000 tested, 0.038% active. P49841. GST-GSK3beta kinase, ADP-Glo luminescence, 60 min; stronger effect = lower value. AID 2097;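 active = more than half of replicate wells score below -50%, meaning over 50% inhibition versus plate controls; inconclusive = some replicates but at most half score below -50%; inactive = no replicate scores below -50%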;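 also: 0% = median DMSO wells and -100% = median GW8510 positive control wells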
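test system = GST-tagged human GSK3beta kinase, cell-free | reagent = 25 µM ATP with peptide substrate | dosing = one dose of 10 µM per compound | schedule = 60 min reaction, RT | detection = luminescent ADP-Glo measurement of ADP formed | control set = DMSO neutral wells and GW8510 at 20 µM as positive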
HDAC3 inh: inhibitors of human histone deacetylase 3; 320,000 tested, 0.15% active; inhibition, % at 8.3 µM; recombinant HDAC3, fluorogenic peptide/trypsin coupled, fluorescence; O15379; in the data active = inhibition above about 26%, passing the limit was not always enough; inconclusive = no clear call, values can overlap the other calls
Target sequence (O15379 whole entry, looked up): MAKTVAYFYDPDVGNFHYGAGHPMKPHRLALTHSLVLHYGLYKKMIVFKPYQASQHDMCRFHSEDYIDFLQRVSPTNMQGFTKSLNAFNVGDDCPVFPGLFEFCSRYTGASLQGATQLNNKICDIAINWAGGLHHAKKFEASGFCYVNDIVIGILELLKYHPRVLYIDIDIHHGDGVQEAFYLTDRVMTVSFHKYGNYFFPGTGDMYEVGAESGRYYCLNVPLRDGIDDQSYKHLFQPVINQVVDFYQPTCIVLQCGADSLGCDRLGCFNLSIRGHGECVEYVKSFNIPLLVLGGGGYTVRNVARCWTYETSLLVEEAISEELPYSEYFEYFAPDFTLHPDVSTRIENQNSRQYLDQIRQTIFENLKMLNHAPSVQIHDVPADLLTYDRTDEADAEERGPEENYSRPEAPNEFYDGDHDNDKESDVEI
KCNQ1 pot: potentiates or activates the human KCNQ1 potassium channel. P51787. CHO-K1 KCNQ1, thallium flux FluxOR fluorescence; stronger effect = higher value. B-score at 10 µM. 310,000 tested, 0.35% active;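 active = fluorescence ratio B-score, a plate-corrected score, at least three library SD, with initial intensity B-score within 5 SD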
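assay system = CHO-K1 cells stably expressing KCNQ1 | medium = assay buffer, equal DMSO in all wells | timing = 37 °C overnight plating, 90-min dark dye load, 20-min compound pretreatment | measured by = kinetic FluxOR thallium fluorescence, 10-s 1-Hz baseline, 110-s post-stimulus read | measure = fluorescence change relative to baseline, converted to B score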
GSK3A inh: human GSK-3 alpha kinase inhibition; ADP-Glo luminescence, 60 min; inhibition, % at 10 µM; AID 2650; 320,000 tested, 0.1% active;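 in the data active = inhibition above about 50%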;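 also: GST-tagged GSK-3 alpha with peptide substrate and 25 µM ATP; 0% = DMSO neutral wells and 100% = GW8510 positive control wells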
KCNK9 inh: blocks the human KCNK9 two-pore domain potassium channel; HEK293 KCNK9, FluxOR thallium flux fluorescence; stronger effect = lower value; B-score at 10 µM; 310,000 tested, 1.2% active;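 active = ratio B-score over 3 SD below the library mean, with starting fluorescence within 5 SD of its mean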;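 also: negative B-score means less thallium flux so channel inhibition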
Target sequence (Q9NPC2 whole entry, looked up, the tested form may be a part): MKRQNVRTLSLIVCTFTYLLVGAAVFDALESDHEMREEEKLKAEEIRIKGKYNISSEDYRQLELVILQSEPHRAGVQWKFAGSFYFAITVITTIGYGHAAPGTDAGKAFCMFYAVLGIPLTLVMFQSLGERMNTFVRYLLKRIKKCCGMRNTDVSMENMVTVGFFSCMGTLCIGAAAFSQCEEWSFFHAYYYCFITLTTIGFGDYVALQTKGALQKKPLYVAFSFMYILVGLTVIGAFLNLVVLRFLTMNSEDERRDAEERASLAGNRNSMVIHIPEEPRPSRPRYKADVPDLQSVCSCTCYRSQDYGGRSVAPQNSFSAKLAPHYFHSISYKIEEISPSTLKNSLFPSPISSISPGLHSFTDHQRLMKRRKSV
KCNK3 block: human KCNK3 channel inhibition, primary screen | O14649 | AID 602410 | B-score at 10 µM | 340,000 tested, 0.84% active | CHO-KCNK3 thallium flux, FluxOR fluorescence; stronger effect = lower value;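 active = B-score under library mean minus 4 SD, starting fluorescence ratio at most library mean plus 5 SD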;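 also: more negative B-score means stronger inhibition of thallium flux through KCNK3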
RGS4 act: RGS4 potentiation or activation; AID 463111; HEK293 M3R/inducible RGS4, carbachol calcium flux Fluo4; stronger effect = lower value; B-score at 10 µM; 310,000 tested, 0.92% active;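 active = B-score of the integrated calcium signal more than 4 SD below the library mean, with starting fluorescence not abnormally high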;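 also: negative B-score means reduced calcium response which marks RGS4 activation or potentiation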
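Material: M3R-expressing HEK293 line, RGS4 induced by doxycycline | Schedule: Overnight RGS4 induction, 30 min dye load 37 °C, 20 min compound RT | Measured by: Fluo4 fluorescence kinetic imaging of calcium | Read-out: Integrated calcium ratio converted to B score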
PolyA inhibitor: blocks polyadenylation in yeast reporter cells | AID 1875 | calls only at 12 µM | 300,000 tested, 0.02% active | S. cerevisiae SKY197-pL101 polyadenylation reporter, beta-gal luminescence; efflux-impaired pdr1/pdr3 knockout yeast; score 100 = 6 SD above DMSO;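 active = lowest replicate activity score at least 50, where 100 means six control SD above control mean; inconclusive = lowest score under 50 but half or more replicates reach 50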;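 also: yeast exposed to compound for 9 h at 30 °C; higher score means more reporter readthrough which indicates perturbed polyadenylation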
hERG protect: shields human hERG channel from block by proarrhythmic agents. Q12809. CHO-hERG, FluxOR thallium flux, dofetilide IC70 present. activation (rescue from dofetilide block), less the hit threshold, % at 10 µM. 310,000 tested, 0.51% active;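 active = activation above the mean of controls blocked by dofetilide plus 5 SD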;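 also: thallium influx through hERG after potassium depolarization seen as dye fluorescence rise; in these data hits start at about 4.7%; inactives centre near -7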
Dyrk1A ADPGlo: inhibitors of rat Dyrk1A kinase; AID 504441; ADP-Glo luminescence, NFATc1 peptide; Q63470; 310,000 tested, 0.43% active; inhibition, % at 12.5 µM; in the data active = inhibition above about 50%;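 also: plate controls were vehicle with enzyme for no effect and no enzyme for full effect; many of its hits are not listed in these tables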
KCNQ1 inh: blocks the human KCNQ1 potassium channel | P51787 | B-score at 10 µM | CHO-K1 KCNQ1, FluxOR thallium flux fluorescence; stronger effect = higher value | AID 2642 | 310,000 tested, 1.3% active;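 active = compounds whose thallium flux B-score, printed positive for inhibition, exceeds three library SD while starting fluorescence stays within three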;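 also: channel opened by potassium depolarization with thallium stimulus after 20 min compound exposure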
* marks the source's active call; other numbers are inactive results; i = inactive; ? = inconclusive; . = not tested or not shown. This is a subset, so the mix of outcomes need not match the whole.

Value order: GSK3B inh | HDAC3 inh | KCNQ1 pot | GSK3A inh | KCNK9 inh | KCNK3 block | RGS4 act | PolyA inhibitor | hERG protect | Dyrk1A ADPGlo | KCNQ1 inh
> O=C(NCCc1ccccc1)c1ccc(Cl)c(S(=O)(=O)N2CCOCC2)c1
  -2 | . | i | . | i | i | i | i | -7 | 4 | i
> Cc1ccc(N(CCC#N)C(=O)COC(=O)c2cc(C)no2)cc1
  -4 | 1 | i | 0 | i | i | i | i | -9 | 11 | i
> CCCSC1=C(C#N)C(c2ccccc2OCC)CC(=O)N1 (configuration not stated)
  1 | -5 | i | 0 | i | i | i | i | -9 | . | i
> Cc1ccc(Sc2c(CO)c(-c3ccccc3)nn2C)cc1
  3 | -7 | i | -1 | i | i | i | i | -18 | -1 | i
> O=C(CSc1ccc(Cl)cc1)NNC(=O)c1ccco1
  -1 | -3 | i | -2 | i | i | i | i | -4 | -3 | i
> Cn1c(=O)[nH]c(=O)c2c1nc(N/N=C/c1ccncc1)n2Cc1ccc(Cl)cc1
  -3 | . | i | 1 | i | i | i | i | -2 | . | i
> O=S(=O)(c1ccc2c(c1)OCCO2)N1CCN(c2cccc(Cl)c2)CC1
  0 | 8 | i | -3 | i | i | i | i | -8 | 2 | i
> COc1ccc(C(C)=O)cc1COC(=O)c1cc(=O)c2ccccc2o1
  -2 | -2 | i | 0 | i | i | i | i | -6 | -5 | i
> COc1ccc(C2C(C(=O)c3ccco3)=C(O)C(=O)N2CCCn2ccnc2)c(OC)c1 (configuration not stated)
  1 | 2 | i | 3 | i | i | i | i | -8 | 0 | i
> O=C(O)C1CC1c1ccc(Br)cc1 (configuration not stated)
  0 | -7 | i | . | i | i | i | i | -1 | 3 | i
> Cc1cc(C)c(S(=O)(=O)N2CCCCC2)c(C)c1-n1ncnn1
  3 | -1 | i | -2 | i | i | i | i | -6 | -8 | i
> CN(Cc1c(C(=O)N/N=C/c2cccc(F)c2)nnn1-c1nonc1N)c1ccccc1
  -32 | 12 | i | 2 | i | i | i | i | -11 | -1 | i
> O=C(/C=C/c1cccc(Br)c1)N1CCN(c2ccccn2)CC1
  6 | 1 | i | -1 | i | i | i | i | -11 | . | i
> Cn1c(Nc2ccccc2)cc(=O)n(C)c1=O
  8 | -5 | i | 3 | i | i | i | i | -2 | 0 | i
> O=C(COC(=O)CCSc1ccc(Cl)cc1)NCc1ccccc1
  -2 | 1 | i | -1 | i | i | i | i | -7 | 0 | i

Record cards (already shown):
Cc1ccc(N(CCC#N)C(=O)COC(=O)c2cc(C)no2)cc1 across the screens: GSK3B inh: -4; HDAC3 inh: 1; KCNQ1 pot: i; GSK3A inh: 0; KCNK9 inh: i; KCNK3 block: i; RGS4 act: i; PolyA inhibitor: i; hERG protect: -9; Dyrk1A ADPGlo: 11; KCNQ1 inh: i
Cn1c(Nc2ccccc2)cc(=O)n(C)c1=O across the screens: GSK3B inh: 8; HDAC3 inh: -5; KCNQ1 pot: i; GSK3A inh: 3; KCNK9 inh: i; KCNK3 block: i; RGS4 act: i; PolyA inhibitor: i; hERG protect: -2; Dyrk1A ADPGlo: 0; KCNQ1 inh: i

(listing goes on)
Value order: GSK3B inh | HDAC3 inh | KCNQ1 pot | GSK3A inh | KCNK9 inh | KCNK3 block | RGS4 act | PolyA inhibitor | hERG protect | Dyrk1A ADPGlo | KCNQ1 inh
> COc1ccc(N(C(=O)c2snc(C(N)=O)c2N)C(C(=O)NCC2CCCO2)c2ccc(C)o2)cc1OC (configuration not stated)
  -3 | -4 | i | 0 | i | i | i | i | -5 | 1 | i
> C=CCn1c(SCc2ccc([N+](=O)[O-])cc2)nnc1C(C)NC(=O)c1ccccc1 (configuration not stated)
  0 | -2 | i | -4 | i | i | i | i | -12 | 2 | i
> COC(=O)c1c(N2C(=O)[C@H]3[C@@H](C2=O)[C@]2(C(=O)Nc4ccc(C)cc42)N2CCC[C@@H]32)sc(C)c1C
  1 | 3 | i | 0 | i | . | i | i | -10 | . | i
> COc1cccc(OC)c1-c1nn2c(-c3cc(-c4ccccc4)n[nH]3)nnc2s1
  -1 | ? | i | 3 | i | i | i | i | -6 | -10 | i
> Cc1ccc(C(=O)Nc2cc(Cl)ccc2-n2cncn2)s1
  1 | -1 | i | -2 | i | i | i | i | -20 | 19 | i
> COc1cc(C2C(C(N)=O)=C(C)Nc3nc(CCCO)nn32)cc(OC)c1OC (configuration not stated)
  -2 | -2 | i | -3 | i | i | i | i | -8 | -5 | i
> O=C(NNc1ccc([N+](=O)[O-])cc1[N+](=O)[O-])C1C2CCCCC21 (configuration not stated)
  2 | -1 | i | -1 | i | i | i | i | -6 | 3 | i
> CCOc1ccc(C(C)NC(=O)C2CCC2)cc1 (configuration not stated)
  0 | -5 | i | 0 | i | i | i | i | -6 | -7 | i
> Cc1ccc(Nc2nc(-c3ccc(C)cc3)c(CC(=O)O)s2)cc1
  4 | 8 | i | -3 | i | i | i | i | -8 | 0 | i
> O=C(Nc1cccc(S(=O)(=O)N2CCCCC2)c1)c1ccc2ncsc2c1
  -2 | -2 | i | -1 | i | i | i | i | -18 | -1 | i
> CC(=O)/C=C/c1ccccc1Oc1c(F)c(F)nc(F)c1F
  -1 | -1 | i | -2 | i | i | i | . | -5 | 0 | i
> N#CCc1ccc(NC(=O)c2ccccc2C(=O)Nc2ccc(CC#N)cc2)cc1
  1 | 0 | i | -1 | i | i | i | i | -8 | -1 | i
> O=C(c1ccc(Cl)cc1)N1CCCOC1
  3 | 0 | i | -1 | i | i | i | i | 7.0* | 0 | i
> Cn1c(C(=O)N/N=C/c2ccccc2)cc2ccccc21
  3 | 8 | i | 2 | i | i | i | . | -5 | -5 | i
> C=CCn1c(SC2CCOC2=O)nc2scc(C3CC3)c2c1=O (configuration not stated)
  0 | 4 | i | -2 | i | i | i | i | -15 | -4 | i
> Cc1ccc2c(C)c(C(=O)N(C)CCC3CCCCO3)oc2c1C (configuration not stated)
  -2 | 2 | i | -4 | i | i | i | i | -14 | 7 | i
> CCOc1ccc(OCC)c(S(=O)(=O)n2cc(C)nc2CC)c1
  0 | . | i | -3 | i | i | i | i | -5 | -1 | i
> COc1cc(C2c3sc(=O)[nH]c3SC3C(=O)N(c4ccc(C)cc4)C(=O)C32)ccc1O (configuration not stated)
  1 | -3 | i | 5 | i | i | i | i | -8 | 33 | i
> COc1ccc(-n2ncc3c(=O)n(CC(=O)N(C(C)C)C(C)C)cnc32)cc1
  . | -1 | i | -2 | i | i | i | i | -5 | 2 | i
> Cc1cc(=O)[nH]c(N=N/C(=N/Nc2ccccc2C)c2ccccc2)n1
  1 | -2 | i | . | i | i | i | i | -10 | -2 | i
> O=C(NC(Cc1ccccc1)C(=O)O)/C(=C\c1ccco1)NC(=O)c1ccc(Br)cc1 (configuration not stated)
  1 | -1 | i | -4 | i | i | i | i | -4 | -2 | i
> CCCCN(C(=O)c1ccc(NC(=O)C(C)C)cc1)c1ccccc1
  -2 | -1 | i | 2 | i | i | i | i | -8 | -1 | i
> Cc1ccc(OCc2cc(C(=O)N3CCC(c4ccccc4Cl)C3)no2)cc1C (configuration not stated)
  -1 | -6 | i | -2 | i | i | i | i | -5 | -2 | i
> CC(=O)Nc1ccc(CC(=O)NCCC(c2ccccc2)c2ccccc2)cc1
  1 | -5 | i | 2 | i | i | i | i | -8 | -3 | i
> CCOC(=O)C1CCN(C(=O)c2ccccc2N(C)S(=O)(=O)c2ccccc2)CC1
  -1 | 2 | i | -1 | i | i | i | i | -4 | 1 | i
> CC(C)(C)CC(C)(C)NC(=S)Nc1ccc2nc(-c3ccccn3)c(-c3ccccn3)nc2c1
  -3 | 17 | i | -3 | i | i | i | i | -6 | -5 | i
> O=C(CSc1ccc(-c2ccc(F)cc2)nn1)NC1CCCCC1
  2 | 5 | i | 1 | i | i | i | i | -2 | 1 | i
> CC(=O)Nc1cccc(NS(=O)(=O)c2cn(C)c(=O)n(C)c2=O)c1
  2 | -3 | i | -1 | i | i | i | i | -4 | 3 | i
> COc1ccc(NC(=S)Nc2cc(C)ccn2)c(OC)c1
  1 | 1 | i | 0 | i | i | i | i | -7 | 4 | i
> COc1cccc(C(=O)NC2CC(C)(C)Cc3c2cnn3-c2cccc(F)c2)c1OC (configuration not stated)
  2 | -4 | i | 1 | i | i | i | i | -14 | . | i
> Cc1ccc(C)c(OCc2cc(C(=O)N3CCN(c4ccccc4C)CC3C)no2)c1 (configuration not stated)
  -1 | 5 | i | -1 | i | i | i | i | -8 | -3 | i
> CCCCOCCCNC(=O)c1c(-c2ccccc2)noc1C
  1 | 6 | i | . | i | i | i | i | -10 | -11 | i
> C(=N\Nc1nc(N2CCCC2)nc(N2CCCC2)n1)/c1cccnc1
  4 | 0 | i | -3 | i | i | i | i | -7 | -2 | i
> CN(C)CCCn1c2c(c(SCC(=O)Nc3cccc4ccccc34)nc1=O)CCC2
  1 | 3 | i | -1 | i | i | i | i | -10 | 31 | i
> O=C(c1ccco1)N1CCN(S(=O)(=O)c2ccc3c(c2)CCN3C(=O)C2CCC2)CC1
  -3 | -2 | i | -1 | i | i | i | i | -2 | 9 | i
> Cc1cc(C)c(S(=O)(=O)N2CCN(C)CC2)c(C)c1
  -5 | 1 | i | -4 | i | i | i | i | -8 | 1 | i
> CN(CC(=O)Nc1ccc(Cl)cc1)CC(=O)Nc1cccc(Br)c1
  . | -5 | i | 0 | i | i | i | i | -16 | -2 | i
> CCOC(=O)c1cnc2c(ccc3ccccc32)c1NCCO
  2 | 10 | i | -3 | i | i | i | i | -10 | 8 | i
> Cc1ccc(Nc2nc(-c3sc(NC(=O)c4ccccc4)nc3C)cs2)cc1
  3 | 3 | i | 3 | i | i | i | i | -5 | -3 | i
> COCCN1C(=O)c2ccccc2C(C(=O)NCCCN2CCCC2)C1c1c[nH]c2ccccc12 (configuration not stated)
  -12 | 1 | i | -3 | i | . | i | i | -10 | . | i
> C/C(=C\C(=O)c1ccc(F)cc1)NCc1ccc2c(c1)OCO2
  2 | 3 | i | 4 | i | i | i | i | -8 | 7 | i
> COc1ccc(C(=O)Oc2cc(N)n(S(=O)(=O)c3ccc(C)cc3)n2)cc1
  -2 | ? | i | -1 | i | i | i | i | -7 | -5 | i
> CC(=O)Nc1ccc(S(=O)(=O)N/N=C/c2cccnc2)cc1
  -1 | -1 | i | 1 | i | i | i | i | -3 | -4 | i
